Gal4-VP16 FLuc – counter-screen for ROR gamma inhibitors: Gal4-VP16 reporter; Drosophila S2 Gal4-VP16 UAS-luciferase, luminescence, 20 h; Potency, µM (highest dose often 53.6 µM), without a hit: top-dose activity, negative = inhibition, usual class: inhibitors; 310,000 tested, 3.5% active;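 also: Gal4-VP16 expression switched on by copper sulfate through the metallothionein promoter; potency is read from the fitted curve at half-maximal effect; % is scaled to controls: 0 for no effect and ±100 for the full control effect; nearly all actives have a fitted effect of over 50% in size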
ELG1 DNA repair – inhibitors of ELG1-dependent DNA repair in HEK293T cells; HEK293T ELG1-luciferase reporter, luminescence, 16 h; DNA damage induced by 5-fluorouridine; Potency, µM (top dose mostly 46.1 µM), inactives show at the highest dose activity change, negative = inhibition, usual class: inhibitors; 330,000 tested, 2.3% active; also: potency is read from the fitted curve at half-maximal effect; % is scaled to controls: 0 for no effect and ±100 for the full control effect; nearly all actives have a fitted effect of over 55% in size
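Luminescence from the luciferase reporter, measured 30 min after ONE-Glo reagent at room temperature, was the read-out. Beforehand, 2,000 cells per well were exposed for 16 hr at 37 °C to 5-fluorouridine together with compound or vehicle.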
MBNL1-CUG inh – MBNL1-poly(CUG) RNA binding inhibition; Q9NR56; TR-FRET MBNL1-His/biotin-(CUG)12 binding, 665/545 ratio; Potency, µM (titrated, usually from 57.5 µM), for the others: at the top dose activity change, negative = inhibition, most hits filed as inhibitors; 280,000 tested, 0.036% active; AID 2675; active = well fitted inhibition curve with a large enough effect in the signal ratio, with a control signal flat, not every such curve was filed as active; inconclusive = small, poorly fitted or top-dose-only effect, or effect the other way, or a change in a side signal; inactive = no such curve, though single readings can be large or run the other way; the % refers to the signal ratio; also: potency is read from the fitted curve at half-maximal effect; % is scaled to controls: 0 for no effect and ±100 for the full control effect
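MBNL1-His + Biotin-(CUG)12, cpd titration 92 nM–58 uM; Tb anti-His Ab 0.055 ng/ul, SA-XL665 5 nM (final); 60 min RT; ratiometric 665/545 nm, Ex 340 nm; normalized to buffer and full-complex controls.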
Mito fusion yeast – blocks mitochondrial division or promotes mitochondrial fusion; S. cerevisiae fusion-defective mutant growth rescue, CellTiterGlo 48 h; Potency, µM (series often up to 46.1 µM), for the others: at the top dose growth rescue (activation), usual class: activators; 320,000 tested, 0.23% active;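 also: potency is read from the fitted curve at half-maximal effect; % of control where 0% means no effect; nearly all actives have a fitted effect of over 45% in size; temperature-sensitive fusion mutants such as fzo1-1 at 37 °C on non-fermentable ethanol glycerol medium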
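Temperature-sensitive fusion-defective S. cerevisiae (e.g. fzo1-1, mgm1-5) were grown with compound in YPEG medium (3% ethanol, 3% glycerol) for 48 hours at 37C. Growth rescue was measured as viability by CellTiterGlo luminescence after 10 minutes at ambient.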
Rab9 prom act – activates the Rab9 promoter | Huh7 Rab9 promoter-luciferase reporter, luminescence, 24 h | Potency, µM (highest dose often 9.22 µM), for inactives: at the highest dose activation, negative = inhibition, actives largely listed as activators | 320,000 tested, 2.8% active | AID 485297; also: potency is read from the fitted curve at half-maximal effect; % of control where 0% means no effect; nearly all actives have a fitted effect of over 60% in size
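Cells were plated at 1500 per well in reduced-serum medium with 10% FBS and left 2 h. Compound in DMSO was then added for 24 h at 37 °C. Reporter signal was read by luminescence after 10 min with luciferase detection reagent.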
KCNH2 3.1 inh – inhibitors of human KCNH2 3.1 potassium channel isoform; U2OS KCNH2 3.1, thallium flux FluxOr; stronger effect = lower value; activity change, % (tested at about 1.8 µM); 340,000 tested, 0.95% active;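 active = maximum activity change below -70%; inconclusive = maximum activity change from -70% to -50%; inactive = maximum activity change above -50%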;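 also: thallium influx rate constant from kinetic fluorescence after stimulation buffer; % is scaled to controls: 0 for no effect and ±100 for the full control effect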
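We transduce U2OS cells with the mutant 3.1 virus, culture them overnight, load FluxOr with Red40 quencher for 45 min, then add stimulation buffer and read kinetically for 2 min to derive a normalized rate constant.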
FLuc counter – firefly luciferase modulation, counter-screen for miR-21 project | P08659 | purified FLuc, Km substrates, luminescence inhibition | Potency, µM (series often up to 57.5 µM), without a hit: top-dose activity change, negative = inhibition, most hits filed as inhibitors | 360,000 tested, 6.9% active | AID 588342;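 also: potency is read from the fitted curve at half-maximal effect; plate controls were vehicle for no effect and reference inhibitor for full effect; nearly all actives have a fitted effect of over 55% in size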
Target sequence (P08659 whole entry, looked up): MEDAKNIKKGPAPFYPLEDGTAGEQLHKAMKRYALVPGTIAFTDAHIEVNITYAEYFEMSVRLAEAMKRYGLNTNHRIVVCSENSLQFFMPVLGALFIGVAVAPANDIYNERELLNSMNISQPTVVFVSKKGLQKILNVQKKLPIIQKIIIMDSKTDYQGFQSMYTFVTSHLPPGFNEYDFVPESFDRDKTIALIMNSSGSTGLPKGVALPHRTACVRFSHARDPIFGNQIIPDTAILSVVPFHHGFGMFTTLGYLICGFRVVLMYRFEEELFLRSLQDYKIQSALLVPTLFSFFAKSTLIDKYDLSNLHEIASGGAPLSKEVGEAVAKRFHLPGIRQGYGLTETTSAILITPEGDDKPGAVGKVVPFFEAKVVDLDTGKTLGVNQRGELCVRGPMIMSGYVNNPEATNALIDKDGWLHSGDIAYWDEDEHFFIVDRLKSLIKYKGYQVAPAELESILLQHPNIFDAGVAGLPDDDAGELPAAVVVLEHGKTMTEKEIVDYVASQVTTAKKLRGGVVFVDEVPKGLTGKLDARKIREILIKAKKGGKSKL
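Biochemical qHTS of compounds, final roughly 60 µM downward over six points, against 10 nM purified firefly luciferase using Km concentrations of substrates (10 uM D-luciferin, 10 uM ATP) in Tris acetate pH 7.5 buffer; luminescence output.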
NPC1 prom act – activators of NPC1 promoter; 320,000 tested, 2.4% active; Potency, µM (doses to about 9.22 µM), without a hit: at the highest dose activation, hits mostly activators; Huh7 NPC1 promoter luciferase reporter, 24 h;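 also: potency is read from the fitted curve at half-maximal effect; % of control where 0% means no effect; nearly all actives have a fitted effect of over 60% in size; reporter is driven by a mutant NPC1 promoter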
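Readout is luciferase luminescence, reflecting NPC1 promoter activation in stably transfected Huh7 cells after 24 h compound exposure at 37 °C in reduced-serum medium with 10% FBS.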
Menin MLL FP TR – menin-MLL binding inhibition, Texas Red mutant peptide | Potency, µM (doses to about 61.6 µM), for inactives: top-dose FP activity change, negative = inhibition, most hits filed as inhibitors | AID 1768 | Menin + Texas Red MLL mutant peptide, fluorescence polarization | 270,000 tested, 0.23% active | O00255; active = well fitted inhibition curve with a large enough effect in the polarisation, with a control signal flat, not every such curve was filed as active; inconclusive = small, poorly fitted or top-dose-only effect, or effect the other way, or a change in a side signal; inactive = no such curve, though single readings can be large or run the other way; the % refers to the polarisation; also: potency is read from the fitted curve at half-maximal effect; % of control where 0% means no effect; many of its hits are not listed in these tables
RORg inh – inhibitors of mouse ROR gamma transcriptional activity; P51450; Drosophila S2 Gal4-RORgamma UAS-luciferase reporter, 20 h; Potency, µM (titrated, usually from 53.6 µM), for inactives: top-dose activity change, negative = inhibition, usual class: inhibitors; 310,000 tested, 5.4% active; AID 2551; also: potency is read from the fitted curve at half-maximal effect; % is scaled to controls: 0 for no effect and ±100 for the full control effect; nearly all actives have a fitted effect of over 60% in size
Target sequence (P51450 whole entry, looked up, the tested form may be a part): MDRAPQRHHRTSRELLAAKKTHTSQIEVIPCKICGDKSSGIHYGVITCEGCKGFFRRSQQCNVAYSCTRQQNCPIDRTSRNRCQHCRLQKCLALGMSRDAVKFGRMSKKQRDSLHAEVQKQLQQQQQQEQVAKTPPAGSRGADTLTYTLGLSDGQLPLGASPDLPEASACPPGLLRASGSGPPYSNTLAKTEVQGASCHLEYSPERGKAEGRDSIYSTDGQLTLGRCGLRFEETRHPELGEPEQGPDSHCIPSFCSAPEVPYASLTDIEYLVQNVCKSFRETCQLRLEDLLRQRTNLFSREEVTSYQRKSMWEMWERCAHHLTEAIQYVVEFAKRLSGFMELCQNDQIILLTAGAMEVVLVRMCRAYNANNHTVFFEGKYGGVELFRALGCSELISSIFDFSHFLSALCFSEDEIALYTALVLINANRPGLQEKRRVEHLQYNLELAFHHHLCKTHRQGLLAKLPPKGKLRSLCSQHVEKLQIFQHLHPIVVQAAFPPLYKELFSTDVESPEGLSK
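Luminescence from a UAS-regulated Photinus luciferase reporter in stably transfected Drosophila Schneider cells is measured; decreased signal marks ROR gamma inhibition. Fusion expression is induced by 700 uM copper sulfate for 20 hr.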
PKM2 act – activators of human pyruvate kinase M2. 260,000 tested, 0.34% active. purified PKM2, Kinase-Glo ATP luminescence, activation; response scale: 0% is enzyme alone, no compound. AID 1631. Potency, µM (highest dose often 57.5 µM), without a hit: at the top dose activation, most hits filed as activators. P14618; also: potency is read from the fitted curve at half-maximal effect; % is scaled to controls: 0 for no effect and ±100 for the full control effect; nearly all actives have a fitted effect of over 55% in size
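hPK-M2, >95% pure; 0.1 mM ADP / 0.5 mM PEP final; imidazole pH7.2 buffer w/ 7 mM MgCl2, 50 mM KCl; 1 h RT; Kinase-Glo lum. Intermediate enzyme activity for dual inhibitor/activator qHTS.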
The depositor's hits bear a star; ? = inconclusive; · = not tested or not shown; [ ] = remark or other dose. Unless noted, calls follow the shape of the dose curve; as a rule, active = well fitted curve in the direction sought with a large enough effect; inconclusive = small, poorly fitted or top-dose-only effect, or another doubt; inactive = no such curve, though single readings can be large; an effect the other way counts as inactive or inconclusive. This is a subset. The share of hits here may be higher or lower than overall.

Structure,Gal4-VP16 FLuc,ELG1 DNA repair,MBNL1-CUG inh,Mito fusion yeast,Rab9 prom act,KCNH2 3.1 inh,FLuc counter,NPC1 prom act,Menin MLL FP TR,RORg inh,PKM2 act
O=C(Nc1ccc(F)cc1)C1CCCN(S(=O)(=O)c2ccc(-n3cnnn3)cc2)C1 (stereo unspecified),10%,-1%,0%,2%,1%,-22,3%,2%,?,9%,·
Nc1ccc(O)cc1C(=O)OCC(=O)c1ccc(C2CCCCC2)cc1,?,?,-4%,9%,3%,-5,2.7µM*,-6%,?,7.1µM*,-1%
CC1=C(C(=O)NCc2ccccc2)C(c2ccc(C)o2)n2ncnc2N1 (stereo unspecified),-3%,10%,6%,-2%,-1%,11,9%,-3%,19%,0%,1%
O=S(=O)(NC1=NCCC1)c1cccc(NS(=O)(=O)c2ccc(OC(F)(F)F)cc2)c1,4%,1%,·,-6%,0%,4,2%,-1%,-5%,14%,10%
CCc1nnc(NC(=O)c2sc3nc4c(cc3c2N)CCCCCC4)s1,?,?,-4%,3%,2.8µM*,-2,4.8µM*,?,0%,?,1%
COCCOC(=O)c1cc(C(=O)c2cc(Cl)ccc2O)coc1=N,-3%[10 µM],7%,-1%,3%,-8%,2,1%,-3%,10%,22%,1%
CCOC(=O)C(=O)Nc1ccccc1C(=O)OCC,-14%,?,-8%,-1%,0%,3,-14%,1%,-19%,-2%,-12%
CCOc1ccc(NC(=O)CCN2C(=O)C3CCCCC3C2=O)cc1OCC (stereo unspecified),·,10%,·,-5%,0%,4,1%,-1%,·,·,·
O=C(O)CNC(=O)C12CC3CC(CC(Cl)(C3)C1)C2,3%,6%,2%,0%,1%,3,-5%,-7%,7%,18%,-1%
COc1ccc(/C=C(/NC(=O)c2cccs2)C(=O)NC(C)(C)C)cc1OC,-12%,0%,8%,1%,11%,11,5%,-6%,3%,-5%,-1%
Cc1ccnc(NC(=O)CCC(=O)N(CC(=O)NCCc2ccccc2)c2ccc(F)cc2)c1,-2%,-14%,3%,-1%,-15%,5,4%,-8%,-2%,15%,1%
CCCn1c(=O)c(C(=O)N/N=C/c2ccccc2F)c(O)c2ccccc21,-5%,?,-4%,-6%,2.2µM*,2,-7%,?,7%,23%,-3%
O=C(CN1C(=O)c2ccccc2C1=O)Oc1ccc(Cl)cc1,-1%,12%,5%,-4%,-3%,0,-13%,1%,-17%,12%,·
COc1cc(CNC2CCCC2)cc(OC)c1,4%,?,-3%,-3%,-7%,12,-1%,-2%,8%,-14%,2%
ON=C1c2ccccc2-c2ccccc21,7%,-1%,2%,-2%,-2%,10,?,1%,37%[activator],14%,·
CC(=O)Nc1ccc(S(=O)(=O)N2C(=O)c3cccc4cccc2c34)cc1,0%,11%,-4%,19%,23%,·,-1%,-4%,·,11%,-3%
COc1ccc2oc(C(=O)OCC(=O)NCC3CCCO3)c(C)c2c1 (stereo unspecified),·,17%,·,2%,-1%,-2,?,-1%,·,·,·
O=C(O)c1c(-c2ccccc2)oc2ccc(O)cc12,0%,-6%,13%,5%,-1%,-4,-2%,-3%,10%,-8%,·
COc1ccc(NC2c3ccccc3C(=O)N2Cc2ccc3c(c2)OCO3)cc1 (stereo unspecified),?,0%,5%,7%,-2%,-14,4%,0%,·,?,2%
CC(NC(=O)/C(C#N)=C/c1ccc([N+](=O)[O-])o1)c1ccccc1 (stereo unspecified),2.5µM*,-26%,21%,-51%[inhibitor],-21%,-11,-6%,-36%[inhibitor],?,5µM*,?
COc1cc(NC(=O)c2ccccc2Cl)c(OC)cc1NC(=O)CN1CCOCC1,-9%,0%,-7%,0%,10%,8,-9%,1%,-9%,42%,0%
N#Cc1ccccc1OCC(=O)OCC(=O)c1c[nH]c2ccccc12,·,10%,·,-2%,-5%,-1,?,-3%,·,·,·
O=C(Nc1ccc2oc(-c3ccccc3)nc2c1)c1ccco1,-13%,?,34%[activator],14%,2.5µM*,-2,4.8µM*,1.8µM*,10%,?,-3%
COc1cc([N+](=O)[O-])ccc1NC(=O)NN1CCN(C)CC1,-7%,7%,-1%,-2%,-2%,6,3%,-3%,·,2%,2%
CC(=O)Nc1ccc(NC(=O)CCCCCN2C(=O)c3ccccc3C2=O)cc1,-2%,-1%,4%,-2%,6%,24,3%,1%,-28%,32%,1%
Cc1ccc(Sc2ccncc2S(N)(=O)=O)cc1,-13%,-17%,-12%,-6%,-6%,-6,1%,-2%,4%,9%,-5%
CC(C)/C=C/CN1CCC(Oc2ccc(C(=O)N3CCCC3)cc2)CC1,3%,13%,3%,-1%,-6%,·,3%,-2%,·,-2%,-1%
COc1ccc2c(c1)c(=O)oc1cc(OCC(=O)N3CCCC(C)C3)ccc12 (stereo unspecified),10µM*,?,5%,-27%,-8%,-4,?,-2%,31%[activator],-29%,0%
COc1ccc(-c2ccc(=O)n(CC(=O)NCc3ccco3)n2)cc1,3%,19%,?,-3%,0%,6,0%,6%,-8%,11%,4%
COc1ccc(F)cc1S(=O)(=O)NC1CCCCCC1,·,1%,-7%,3%,2%,5,0%,-4%,-11%,7%[0.365 µM],1%
CC(=O)c1cc2c(cc1NC(=O)Cn1nc(-c3ccc(C)cc3)ccc1=O)OCO2,-3%,4%,-1%,22%,0%,1,-1%,-18%,·,0%,·
CCOC(=O)c1c(C)nc(C)c(C(=O)OCC)c1-c1cccnc1,0%,-4%,1%,9%,-3%,1,-1%,0%,0%,4%,-1%
Cc1ccccc1-c1cc(C(=O)NCc2cccs2)nn1CC1CC(c2cccc([N+](=O)[O-])c2)=NO1 (stereo unspecified),·,-8%,·,17%,-1%,-14,1%,-2%,·,·,·
CCC(C)NC(=S)Nc1ccccc1OC (stereo unspecified),-1%,-2%,1%,-7%,0%,3,1%,0%,1%,5%,3%
COc1cc(C)cc(C(=O)O)c1C1=C(O)c2cccc(O)c2C(=O)C1=O,-4%,0%,?,1%,-1%,6,-16%,1%,·,-13%,-5%
COc1ccc(NC(=O)CN(Cc2ccccc2)S(C)(=O)=O)cc1,1%,11%,-4%,-4%,1%,-12,3%,1%,-5%,-13%,-9%
O=C(OCc1nnc(-c2ccc([N+](=O)[O-])cc2)o1)C1CCN(C(=O)c2ccc(F)cc2)CC1,·,2%,·,3%,-6%,-17,7%,-2%,·,·,·
N#CC1=C(N)Oc2c(ccc3ccccc23)C1c1ccsc1 (stereo unspecified),3%,?,52%[activator],5%,-23%,-2,?,-5%,?,1%,9%
CCOc1ccccc1NC(=O)c1ccc(OCC)c([N+](=O)[O-])c1,-1%,1%,·,-2%,-4%,-19,-2%,1%,2%,6%,7%
COc1ccc(Cl)cc1NC(=O)COC(C)=O,-4%,-1%,4%,-7%,1%,11,-2%,3%,8%,-12%,1%
N#Cc1c(N2CCCCC2)nc(N)c2c(N)nc3c(c12)CC(c1ccccc1)O3 (stereo unspecified),-15%,?,13%,5%,-1%,0,-11%,-1%,20%,?,-8%
CCOC(=O)N1CCC(NS(=O)(=O)c2cc3c(cc2C)NC(=O)CO3)CC1,1%,1%,-1%,0%,-4%,4,5%,0%,8%,6%,3%
CCn1c(-c2cccc(Br)c2)n[nH]c1=S,7.1µM*,-1%,6%,1%,2%,-3,0%,1%,-17%,10µM*,1%
O=C(NC(=S)NNC(=O)c1ccco1)c1ccccc1,11µM*,-10%,2%,5%,1%,3,-3%,-7%,·,11µM*,-22%
